# From PubChem BioAssay
# aSyn yeast inh: rescues yeast growth from alpha-synuclein toxicity; Yeast expressing alpha-synuclein, growth rescue, BacTiter-Glo, 24 h; Potency, µM (top dose mostly 46.1 µM), for the others: at the top dose growth rescue (activation), hits mostly activators; 370,000 compounds, 0.14% hits; AID 652106; note: % of control where 0% means no effect; nearly all actives have a fitted effect of over 65% in size
#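 Screening used galactose-induced yeast with toxic alpha-synuclein levels, exposed to compound for 24 hr at 30 deg C. Cell growth, read with BacTiter-Glo luminescence, gave the measured signal.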
# PTHR1 agonist: agonists of human PTHR1 parathyroid hormone receptor; Q03431; HEK293 GP2 PTHR1 cells, GloSensor cAMP luminescence, 1 h; Potency, µM (titrated, usually from 115 µM), without a hit: at the top dose activation, actives largely listed as activators; 410,000 compounds, 0.075% hits; AID 743266; note: nearly all actives have a fitted effect of over 55% in size; some results filed as inactive show a strong effect at the top dose; inactives centre near -15; many of its hits are not listed in these tables
# Target sequence (Q03431 whole entry, looked up): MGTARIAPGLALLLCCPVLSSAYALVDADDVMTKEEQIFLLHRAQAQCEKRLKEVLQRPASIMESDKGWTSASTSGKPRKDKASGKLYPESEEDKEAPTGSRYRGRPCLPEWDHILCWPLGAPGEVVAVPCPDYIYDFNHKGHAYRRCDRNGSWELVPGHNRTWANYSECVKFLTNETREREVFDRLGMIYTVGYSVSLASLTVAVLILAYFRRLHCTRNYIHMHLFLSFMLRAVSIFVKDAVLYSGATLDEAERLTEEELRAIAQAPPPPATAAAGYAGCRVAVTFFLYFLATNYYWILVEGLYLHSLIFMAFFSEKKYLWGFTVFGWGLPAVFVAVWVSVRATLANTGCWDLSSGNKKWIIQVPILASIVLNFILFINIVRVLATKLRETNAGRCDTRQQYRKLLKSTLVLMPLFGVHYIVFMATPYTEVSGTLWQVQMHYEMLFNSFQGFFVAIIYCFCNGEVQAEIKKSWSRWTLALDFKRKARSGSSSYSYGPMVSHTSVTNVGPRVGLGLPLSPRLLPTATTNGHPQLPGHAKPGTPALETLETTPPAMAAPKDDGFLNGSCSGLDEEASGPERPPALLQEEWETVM
#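 HEK-293-derived GP2 cells expressing PTHR1 and a GloSensor cAMP reporter, 3,000/well, plated overnight, given luciferin plus IBMX (each 0.5 mM as added) for 1 h at 37 °C, then compound for 1 h at 37 °C. Luminescence was read after 15 min at room temperature.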
# EPAC2 antagonist: blocks human EPAC2 exchange factor; AID 720708; Potency, µM (series often up to 114 µM), inactives show top-dose activity, negative = inhibition, usual class: inhibitors; 360,000 compounds, 0.18% hits; EPAC2 GEF exchange of Rap1B-BODIPY-GDP, fluorescence; note: % is set by controls: 0 for no effect and ±100 for the full control effect; nearly all actives have a fitted effect of over 45% in size; many of its hits are not listed in these tables
# EPAC2 agonist: agonists of human EPAC2 (RAPGEF4) | 360,000 compounds, 0.079% hits | Q8WZA2 | Potency, µM (doses to about 154 µM), for inactives: at the highest dose activation, most hits filed as activators | EPAC2 activation, biochemical qHTS; response scale: 100% = 6.5 mM cAMP response; note: nearly all actives have a fitted effect of over 50% in size
#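 Setup: EPAC2 100 nM, labeled Rap1B complex 250 nM, free GDP 50 uM. Compound titrations pinned in, brief spin, 5 min room temperature incubation. Kinetic fluorescence read over 30 min, normalized to 6.5 mM cAMP.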
# EPAC1 ag: EPAC1 (human) agonism; O95398; EPAC1 agonist qHTS, biochemical assay; response scale: 100% = response to 6.5 mM cAMP; Potency, µM (titrated, usually from 154 µM), for the others: at the top dose activation, usual class: activators; 360,000 compounds, 0.073% hits; AID 720707; note: nearly all actives have a fitted effect of over 60% in size
#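 Normalized to 6.5 mM cAMP, activity reflects EPAC1-catalysed release of BODIPY-GDP from Rap1B, followed kinetically over 30 min at 480 nm excitation, 540 nm emission. Reaction contained 100 nM EPAC1, 250 nM Rap1B-BODIPY-GDP, 50 uM GDP.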
# EPAC1 antag: antagonists of human EPAC1 | 360,000 compounds, 0.14% hits | Potency, µM (highest dose often 115 µM), inactives show at the highest dose activity change, negative = inhibition, usual class: inhibitors | O95398 | EPAC1 GEF assay, Rap1b-BODIPY-GDP exchange fluorescence;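 note: plate controls were vehicle for no effect and positive control for full effect; nearly all actives have a fitted effect of over 50% in size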
# FUS yeast rescue: FUS proteinopathy suppression in yeast | S. cerevisiae FUS-expressing, growth rescue, OD600, 24 h | Potency, µM (highest dose often 76.6 µM), for inactives: top-dose growth rescue (activation), hits mostly activators | 390,000 compounds, 0.24% hits;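 note: plate controls were DMSO vehicle for no effect and reference control for full effect; nearly all actives have a fitted effect of over 55% in size; some results filed as inactive show a strong effect at the top dose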
#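 Restored growth of FUS-toxic S. cerevisiae, read as 600 nm absorbance after 24 h at 30C in galactose medium (starting OD 0.005). Controls CP55940 and DMSO.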
# TDP-43 yeast inh: TDP-43 toxicity inhibition in yeast. TDP-43 expressing yeast growth rescue, BacTiter-Glo, 24 h. Potency, µM (highest dose often 46.1 µM), without a hit: at the top dose growth rescue (activation), actives largely listed as activators. 410,000 compounds, 1.8% hits. AID 652104; note: % of control where 0% means no effect; nearly all actives have a fitted effect of over 50% in size
#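 Galactose-induced TDP-43 yeast, OD600=0.02, compound pinned; 24 hr, 30 deg C; BacTiter-Glo luminescence for growth. Inhibitors of TDP-43 toxicity read as activators.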
# Numbers without * were called inactive; i = inactive; ? = inconclusive; nt = no result given; & = joins results of further samples; [ ] = remark or other dose. Calls come from the whole dose curve; as a rule, active = well fitted curve in the direction sought with a large enough effect; inconclusive = small, poorly fitted or top-dose-only effect, or another doubt; inactive = no such curve, though single readings can be large; an effect the other way counts as inactive or inconclusive. Potency is the fitted concentration of half-maximal effect.
# Under each structure: aSyn yeast inh | PTHR1 agonist | EPAC2 antagonist | EPAC2 agonist | EPAC1 ag | EPAC1 antag | FUS yeast rescue | TDP-43 yeast inh
CC(C)CC(=O)Nc1nnc(S(=O)(=O)N(C)Cc2ccco2)s1
    8% | -9% | -7% | 5% | 3% | -9% | -9% | 11%
c1coc(-c2cnc3ccccc3n2)c1
    2% | -26% | 1% | 1% | 11% | 4% | -35% | 22%
CCC(C)C(=O)Nc1nc2ccc(S(C)(=O)=O)cc2s1 (centres undefined)
    6% | i | 0% | -4% | -1% | -3% | 10% | 13%
CCOC(=O)c1cc(-c2ccccc2)sc1NC(=O)c1cc(OC)c(OC)c(OC)c1
    2% | -19% | 4% | -4% | -11% | 23% | 5% | 17%
COc1ccccc1-c1noc(-c2ccccc2C(=O)NCC2CCCO2)n1 (centres undefined)
    0% | i | 4% | 2% | 0% | 13% | -2% | -4%
NS(=O)(=O)c1ccc(NC(=O)c2ccc(F)cc2F)c(NC(=O)c2ccc(F)cc2F)c1
    0% | i | 4% | 5% | -8% | -13% | 20% | -27%
O=C(NC(=S)Nc1ccc(Cl)cc1)c1cncc(Br)c1
    0% | -13% | 5% | 5% | 3% | -4% | -4% | -15%
CC(C)C(=O)N(Cc1ccccc1)S(=O)(=O)c1ccc2c(c1)oc(=O)n2C
    8% | -11%&-79% | 5% | 28% | -7% | -8% | -2%&-25% | 19%&19%
CCn1c(-c2ccccc2Cl)nn(CC(=O)Nc2ccccc2C)c1=S
    -2% | -33%[inhibitor][57.5 µM] | 3% | 0% | 1% | -15% | 5% | 7%
CC(=O)Nc1cccc(NC(=O)CCNC(=O)c2ccc(Cl)cc2)c1
    -6% | -23% | 5% | 15% | 2% | -17% | -4% | 3%
O=C(Cn1cc([N+](=O)[O-])ccc1=O)N1CCc2ccccc2C1
    2% | i | 8% | 1% | -4% | -7% | 2% | 11%
N#Cc1cccc(C(c2nnnn2C2CCCC2)N2CCC(Cc3ccccc3)CC2)c1 (centres undefined)
    2% | i | -5% | 9% | 9% | -4% | 28% | -2%
O=C(COC(=O)Cc1ccccc1[N+](=O)[O-])Nc1nnc(-c2ccccc2)o1
    7% | 16% | -3% | 3% | 3% | -27% | 42% | -2%
Cc1c(-c2nc(N)nc(Nc3ccccc3F)n2)oc2ccccc12
    2% | -3% | 0% | 10% | 3% | 0% | -2% | 13%
CCS(=O)(=O)c1ccc(Sc2nncn2C)c([N+](=O)[O-])c1
    -3% | i | 0% | 6% | 7% | -10% | 10% | 0%
CSc1cccc(NC(=O)C2CCN(S(=O)(=O)c3cnc[nH]3)CC2)c1
    0% | -15% | -1% | 6% | 3% | -26% | 7% | 10%
C/C(=N\NC(=O)COc1ccc(C#N)cc1)c1ccccc1OC(F)F
    -4% | 0% | -8% | 0% | 12% | -8% | 9% | 24%
Cc1cc(C(=O)OCC(=O)NCc2ccco2)c(C)n1-c1ccc(F)cc1
    19% | -41%[inhibitor][57.5 µM] | -10% | 13% | 3% | -7% | 18% | ?
COc1ccccc1N1CCN(C(=O)c2ccc(Cl)c(S(=O)(=O)N3CCCC3)c2)CC1
    1% | -39%[inhibitor] | -1% | 12% | 4% | 0% | 35% | 16%
CN1Cc2c(N3CCOCC3)nc(SCCC#N)c(C#N)c2CC1(C)C
    9% | i | -1% | 7% | 11% | -5% | 22% | 3%
COc1cccc(-n2c(Cc3cc(=O)[nH]c(=O)[nH]3)nnc2SCC(=O)NC2CCCC2)c1
    2% | 2% | 3% | 7% | 5% | -1% | -1% | 24%
Cc1ccc2nc(SCC(=O)Nc3ccc(C(N)=O)cc3)[nH]c2c1
    -1% | i | 7% | -5% | -9% | -17% | 16% | -22%
Cc1ccc(C(C)C)c(OCC(O)CN2CCc3ccccc3C2)c1 (centres undefined)
    -1% | i | -21% | 0% | -5% | ? | 31% | -13%
CCOc1cc(NC(=S)NCCc2ccccc2)c(OCC)cc1NC(C)=O
    2% | -3% | -11% | 11% | 5% | -15% | 34% | -1%
CN(C)c1cccc2c(C=C(C#N)C#N)ccc(N(C)C)c12
    -10% | -19% | -4% | -12% | -1% | -15% | 31% | 11%
Cc1occc1C(=O)Nc1cccnc1
    1% | i | 14% | -3% | 3% | 10% | -8% | 18%
CC(C)C[C@H](N)c1cn([C@@H](CCCCN)C(=O)N2CCNCC2)nn1
    0% | -1% | -6% | 10% | -6% | -22% | -25% | -16%
COC(=O)c1[nH]c2cc(OC)c(OC)cc2c1NC(=O)c1cccc(OC)c1
    14% | -16% | -3% | 9% | 2% | -25% | -16% | ?
CCOC(=O)/C=C/C(=O)OCC(=O)Nc1ccc(C)cc1
    -10% | -1% | 2% | 15% | 10% | 1% | 34% | 17%
CCCCN(C)S(=O)(=O)c1ccc(C(=O)N=c2sc3cc(NC(C)=O)ccc3n2C)cc1
    -10% | 10% | -7% | 4% | 5% | -16% | nt | -5%
CCc1nc2ccc(C(=O)NCCN3CCNC3=O)cn2c1N(CCC(C)C)CCN(C)C
    -4% | -1% | 4% | 7% | -9% | 8% | -14% | -10%
Cc1ccc(S(=O)(=O)N(CC(=O)NCc2ccc(F)cc2)C(=O)N2CCN(C)CC2)cc1
    1% | -14% | -2% | -3% | 8% | 6% | -11% | -10%
O=C(NC(=S)NCCSc1ccccc1)c1cccnc1
    1% | -12% | 7% | 6% | -4% | 7% | 15% | ?
Cc1ccc(C)c(S(=O)(=O)N2CCCCC2CCNC(=O)C(=O)NCc2ccco2)c1 (centres undefined)
    13% | -17% | -12% | 9% | ? | -9% | 30% | -8%
COc1ccc(/C=C/C(=O)OCC(=O)Nc2cc(S(=O)(=O)N(C)C)ccc2Cl)cc1
    6% | i | 1% | 3% | -3% | 1% | -14% | -15%[0.397 µM]
Nc1ncnc2c1ncn2[C@@H]1O[C@H](CNS(=O)(=O)C2CC2)[C@@H](O)[C@H]1O
    -6% | 19% | 7% | 7% | -11% | 14% | -10% | -4%
COC(=O)Nc1ccc(S(=O)(=O)N2CCCc3ccccc32)cc1
    -5% | i | -8% | 4% | 12% | 1% | 22% | 22%
O=C(CSc1ncccn1)NCC1CCCO1 (centres undefined)
    9% | i | 5% | 0% | -2% | 10% | 16% | 9%
O=C(CCC(=O)N1CCCc2ccccc21)N1CCN(S(=O)(=O)c2ccccc2)CC1
    1% | -69%[inhibitor] | 2% | -8% | -7% | 10% | -4% | 12%
O=C(N/N=C/c1c[nH]c2ccccc12)c1ccc(O)c(O)c1
    1% | i | 0% | 7% | 0% | ? | 5% | 8%
O=C1c2ccccc2C(=O)N1CCCP(=O)(O)CCc1ccccc1
    0% | -16%[57.5 µM] | 4% | 3% | 7% | 0% | -10% | 0%
O=C(CC1Oc2ccc(Cl)cc2NC1=O)NC1CCCCCC1 (centres undefined)
    3% | -12% | 9% | 1% | 2% | ? | -8% | 13%
O=C(O)CSc1nnc(-c2ccncc2)n1-c1ccc(Cl)cc1
    -11% | i | 2% | 9% | 10% | 11% | 11% | -10%
CCNC(=O)N1CCCC(C(=O)c2ccc(OC)c(OC)c2)C1 (centres undefined)
    -1% | i | -8% | 4% | 8% | 1% | 9% | nt
Cc1ccc([N+](=O)[O-])c(OCc2ncc(Cl)n2C)c1
    1% | i | -13% | 5% | 7% | -20% | 4% | 5%
CCOc1cc(C(=O)OC(C)C(=O)Nc2ccc(NC(C)=O)cc2)ccc1OCC(=O)N1CCCCC1 (centres undefined)
    -2% | i | 15% | -3% | -6% | 4% | 18% | 15%
COC(=O)c1cc2ccsc2n1Cc1ccccc1F
    1% | -1% | ? | 6% | 0% | 2% | nt | 23%
COC(=O)c1sc(NC(=O)c2ccco2)nc1C
    -1% | -14%[57.5 µM] | 1% | -8% | 0% | 0% | 1% | 4%
CCCCCCCCC#Cc1nc(C)ccc1OC
    -13% | -40%[inhibitor] | -14% | -5% | -14% | -5% | -4% | 29%
O=C(CCn1c(=O)oc2ccc(Cl)cc21)N1CCN(Cc2ccccc2)CC1
    7% | i | 4% | 5% | 0% | 29% | -26% | 4%
COc1ccc(N2C(=O)CCC(C(=O)c3ccccc3)=C2C)cc1
    0% | i | 13% | -4% | -1% | 17% | 15% | ?
C=CCSc1nnc2n(-c3ccccc3OC)c(=O)c3c4c(sc3n12)CCC4
    -1% | i | 1% | 2% | 4% | 6% | -1% | -4%
CCn1c(SCC(=O)Nc2ccccc2)nc2c1c(=O)n(C)c(=O)n2C
    8% | -1%[57.5 µM] | 16% | 7% | -6% | 10% | 30% | -2%
O=C1C(=O)C(c2ccccc2)C(=O)C1c1ccccc1 (centres undefined)
    -6% | i | 16% | 11% | 4% | -14% | 57% | -1%

# Part of the list above in order of formula weight, descending.
# Under each structure: aSyn yeast inh | PTHR1 agonist | EPAC2 antagonist | EPAC2 agonist | EPAC1 ag | EPAC1 antag | FUS yeast rescue | TDP-43 yeast inh
CCOc1cc(C(=O)OC(C)C(=O)Nc2ccc(NC(C)=O)cc2)ccc1OCC(=O)N1CCCCC1 (centres undefined)
    -2% | i | 15% | -3% | -6% | 4% | 18% | 15%
Cc1ccc(S(=O)(=O)N(CC(=O)NCc2ccc(F)cc2)C(=O)N2CCN(C)CC2)cc1
    1% | -14% | -2% | -3% | 8% | 6% | -11% | -10%
COc1ccc(/C=C/C(=O)OCC(=O)Nc2cc(S(=O)(=O)N(C)C)ccc2Cl)cc1
    6% | i | 1% | 3% | -3% | 1% | -14% | -15%[0.397 µM]
Cc1ccc(C)c(S(=O)(=O)N2CCCCC2CCNC(=O)C(=O)NCc2ccco2)c1 (centres undefined)
    13% | -17% | -12% | 9% | ? | -9% | 30% | -8%
O=C1c2ccccc2C(=O)N1CCCP(=O)(O)CCc1ccccc1
    0% | -16%[57.5 µM] | 4% | 3% | 7% | 0% | -10% | 0%
O=C(CC1Oc2ccc(Cl)cc2NC1=O)NC1CCCCCC1 (centres undefined)
    3% | -12% | 9% | 1% | 2% | ? | -8% | 13%
CCNC(=O)N1CCCC(C(=O)c2ccc(OC)c(OC)c2)C1 (centres undefined)
    -1% | i | -8% | 4% | 8% | 1% | 9% | nt
O=C(N/N=C/c1c[nH]c2ccccc12)c1ccc(O)c(O)c1
    1% | i | 0% | 7% | 0% | ? | 5% | 8%
Cc1ccc([N+](=O)[O-])c(OCc2ncc(Cl)n2C)c1
    1% | i | -13% | 5% | 7% | -20% | 4% | 5%
COC(=O)c1sc(NC(=O)c2ccco2)nc1C
    -1% | -14%[57.5 µM] | 1% | -8% | 0% | 0% | 1% | 4%
O=C1C(=O)C(c2ccccc2)C(=O)C1c1ccccc1 (centres undefined)
    -6% | i | 16% | 11% | 4% | -14% | 57% | -1%

# Only part of the results is shown; count on the stated rates, not on these rows.
